GLP-1R inv ag: acts as inverse agonist at human GLP-1 receptor. P43220. HEK293 GLP-1R CRE-luciferase, luminescence, 24 h; GLP-1R form is constitutively active. 410,000 tested, 1.6% active. AID 624417. Potency, µM (titrated, usually from 38.3 µM), for the others: at the top dose activity change, negative = inhibition, actives largely listed as inhibitors; further: potency means the concentration at half of the fitted maximal effect; on the % scale 0 is the no-effect control and ±100 the full control effect; nearly all actives have a fitted effect of over 55% in size
Target sequence (P43220 whole entry, looked up): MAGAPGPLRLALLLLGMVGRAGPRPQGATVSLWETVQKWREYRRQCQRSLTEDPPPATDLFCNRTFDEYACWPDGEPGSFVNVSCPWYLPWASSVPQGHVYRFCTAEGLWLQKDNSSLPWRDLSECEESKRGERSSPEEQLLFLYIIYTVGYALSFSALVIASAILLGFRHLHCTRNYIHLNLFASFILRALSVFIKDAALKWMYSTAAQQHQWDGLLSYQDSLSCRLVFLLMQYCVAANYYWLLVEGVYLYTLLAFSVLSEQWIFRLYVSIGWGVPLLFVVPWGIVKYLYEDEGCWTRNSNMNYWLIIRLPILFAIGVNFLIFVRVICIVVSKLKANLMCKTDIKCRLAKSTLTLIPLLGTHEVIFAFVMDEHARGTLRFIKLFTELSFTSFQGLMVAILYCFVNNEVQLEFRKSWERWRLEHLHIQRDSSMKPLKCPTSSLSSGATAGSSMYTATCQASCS
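Seeding at 200 cells/uL, 12 h culture, 24 hr compound treatment, then luciferase reagent and a luminescence read; cells are HEK293 stably expressing a constitutively active GLP-1R plus cAMP-responsive luciferase.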
GLP-1R agonist: agonists of human GLP-1 receptor. 380,000 tested, 0.007% active. P43220. Potency, µM (series often up to 45.6 µM), without a hit: at the top dose activation, hits mostly activators. HEK293 GLP-1R CRE-luciferase, luminescence, 4-6 h; cells express a hypersensitive GLP-1R form; further: potency means the concentration at half of the fitted maximal effect; % of control where 0% means no effect
pAkt inh: Akt phosphorylation inhibition | AID 651550 | Neuro2A IGF-stimulated pAkt S473 HTRF, 20 min; active compounds read low | activity change, % for hits at 50 µM | 360,000 tested, 0.32% active; in the data active means activity change below about -80%; inconclusive means mostly about -51% to -80%; further: on the % scale 0 is the no-effect control and ±100 the full control effect
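Neuro2A cells in DMEM with 0.5% FBS, overnight at 37 deg C, given compound at single 50 µM final, then IGF (6 nM final) for 20 min at 37 deg C. Lysed; phospho-Akt Ser473 by HTRF after 24 h, 665/615 ratio.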
PTHR1 agonist: activates the human parathyroid hormone receptor PTHR1; Q03431; HEK293 GP2 PTHR1 cells, GloSensor cAMP luminescence, 1 h; Potency, µM (series often up to 115 µM), without a hit: top-dose activation, actives largely listed as activators; 410,000 tested, 0.075% active; AID 743266; further: potency means the concentration at half of the fitted maximal effect; nearly all actives have a fitted effect of over 55% in size; some results filed as inactive show a strong effect at the top dose; inactives centre near -15; many of its hits are not listed in these tables
Target sequence (Q03431 whole entry, looked up): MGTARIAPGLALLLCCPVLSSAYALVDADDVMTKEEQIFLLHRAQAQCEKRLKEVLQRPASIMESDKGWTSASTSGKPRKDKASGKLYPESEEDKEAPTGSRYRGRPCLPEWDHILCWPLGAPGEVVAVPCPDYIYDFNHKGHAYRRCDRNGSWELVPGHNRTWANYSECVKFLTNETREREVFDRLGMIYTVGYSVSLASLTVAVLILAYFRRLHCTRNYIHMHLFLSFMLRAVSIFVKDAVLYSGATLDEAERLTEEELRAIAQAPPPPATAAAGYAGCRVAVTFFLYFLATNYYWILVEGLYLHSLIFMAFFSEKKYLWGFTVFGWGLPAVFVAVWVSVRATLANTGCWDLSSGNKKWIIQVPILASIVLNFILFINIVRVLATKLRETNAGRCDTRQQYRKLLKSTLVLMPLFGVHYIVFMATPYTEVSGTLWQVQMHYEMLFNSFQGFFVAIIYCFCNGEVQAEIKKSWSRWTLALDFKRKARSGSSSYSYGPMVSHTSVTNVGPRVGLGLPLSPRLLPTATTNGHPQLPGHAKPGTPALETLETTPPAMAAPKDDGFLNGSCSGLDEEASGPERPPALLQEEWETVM
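HEK-293-derived GP2 cells expressing PTHR1 and a GloSensor cAMP reporter, 3,000/well, plated overnight, given luciferin plus IBMX (each 0.5 mM as added) for 1 h at 37 °C, then compound for 1 h at 37 °C. Luminescence was read after 15 min at room temperature.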
aSyn rescue: rescues yeast growth from alpha-synuclein toxicity | Yeast expressing alpha-synuclein, growth rescue, BacTiter-Glo, 24 h | Potency, µM (doses to about 46.1 µM), inactives show at the highest dose growth rescue (activation), usual class: activators | 370,000 tested, 0.14% active; further: potency means the concentration at half of the fitted maximal effect; % of control where 0% means no effect; nearly all actives have a fitted effect of over 65% in size
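Rescue of yeast growth: cells expressing toxic alpha-synuclein, induced in galactose at OD600 0.02, incubated with compound 24 h at 30 C. ATP luminescence quantified growth; inhibitors of toxicity appear as activators.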
TDP43 rescue: inhibitors of TDP-43 toxicity in yeast; TDP-43 expressing yeast growth rescue, BacTiter-Glo, 24 h; Potency, µM (highest dose often 46.1 µM), without a hit: at the top dose growth rescue (activation), usual class: activators; 410,000 tested, 1.8% active; AID 652104; further: potency means the concentration at half of the fitted maximal effect; % of control where 0% means no effect; nearly all actives have a fitted effect of over 50% in size
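Cell-based yeast growth screen: TDP-43 expression induced in galactose, inoculum OD600=0.02 after raffinose pregrowth to mid-log. Read-out BacTiter-Glo luminescence at 24 hr, 30 deg C; inhibition of toxicity seen as signal increase.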
D3 antag: D3 dopamine receptor (human) antagonism | AID 652054 | D3R cells, DiscoveRx beta-arrestin luminescence, antagonist mode; active compounds read low | 360,000 tested, 2.5% active | max response, negative = inhibition, % | P35462; in the data active means max response below about -50%; inconclusive means no clear call, values can overlap the other calls; further: on the % scale 0 is the no-effect control and ±100 the full control effect; mostly tested at two doses, the higher about 12 µM
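Cells plated overnight at 1500 cells/well, then exposed to library compounds with dopamine controls for 90 minutes at 37 degrees C. DiscoveRx reagent added for 30–60 minutes at room temperature; luminescence read, quantitative HTS format.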
FUS suppressor: FUS proteinopathy suppression in yeast; S. cerevisiae FUS-expressing, growth rescue, OD600, 24 h; Potency, µM (highest dose often 76.6 µM), without a hit: at the highest dose growth rescue (activation), most hits filed as activators; 390,000 tested, 0.24% active;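 further: potency means the concentration at half of the fitted maximal effect; plate controls were DMSO vehicle for no effect and reference control for full effect; nearly all actives have a fitted effect of over 55% in size; some results filed as inactive show a strong effect at the top dose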
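Steps: raffinose overnight preculture; dilution to OD 0.005 in 2% galactose minimal medium; compound addition (concentration series); 24hr at 30C, 99% humidity; absorbance read at 600 nm.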
Abeta yeast res: A-beta toxicity reversal in yeast. yeast expressing A-beta42, growth rescue, OD600, 48 h; response scale: 0% DMSO, 100% iron-clioquinol control. Potency, µM (doses to about 46.1 µM), for the others: at the highest dose growth rescue, usual class: activators. 410,000 tested, 0.063% active; further: potency means the concentration at half of the fitted maximal effect; nearly all actives have a fitted effect of over 55% in size
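Yeast A-beta toxicity model in growth medium with pinned compounds, 48 h at 30 C; growth read as absorbance at 600 nm. Normalized to FeCl3/clioquinol equimolar mix (positive) and DMSO (negative).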
Active calls of the source: *; i = inactive; ? = inconclusive; · = not tested or not shown; & = joins results of further samples; [ ] = another dose, or the depositor's remark. Unless noted, the call rests on the fitted dose curve; in most records, active means well fitted curve in the direction sought with a large enough effect; inconclusive means small, poorly fitted or top-dose-only effect, or another doubt; inactive means no such curve, though single readings can be large; an effect the other way counts as inactive or inconclusive.

SMILES	GLP-1R inv ag	GLP-1R agonist	pAkt inh	PTHR1 agonist	aSyn rescue	TDP43 rescue	D3 antag	FUS suppressor	Abeta yeast res
CCN1CCN(c2nc3c(c(=O)[nH]2)CCCC3)CC1	-1%	14%	i	-17%[57.5 µM]	-3%	-1%	-2	-5%	14%
COc1ccc(N2C(=O)CC(N3CC=C(c4ccccc4)CC3)C2=O)cc1 (centres undefined)	18%	0%	i	-1%	?	22µM*	-15	25%	-84%[inhibitor]
CCC(=O)OC1(c2cccc(C)c2)CC(C)N(C)CC1C (centres undefined)	?	4%	i	-8%[57.5 µM]	0%	17%	9	-20%	6%
CCC(=O)Nc1ccc(C(=O)NNC(=O)c2cc([N+](=O)[O-])cc([N+](=O)[O-])c2)cc1	26%	11%	i	-25%	-1%	-23%	-14	17%	-5%
N/C(=N\[N+](=O)[O-])N1CCN(C(=O)c2ccccc2)CC1	-13%	4%	i	-24%	-7%	-10%	?	16%	-4%
COc1ccc2c(c1OC)C(=O)O[C@H]2[C@@H]1c2cc3c(cc2CCN1C)OCO3	6%	0%&2%	i	1%	1%&1%	2%	11	-26%	-1%
CCOC(=O)c1cccc(C2=C(CNC(=O)c3cccnc3)[C@H]3CC[C@@H](C2)N3Cc2ccccc2)c1	-10%	11%	i	-8%	6%	4%	-20	14%	3%
COC1=C(C)C(=O)C2=C(C1=O)C(CO)N1C(C#N)C3CC4C(C1C2N1CCOC41)N3C (centres undefined)	?	-9%	i	i	2%	0%	1	·	-12%
Cn1c(=O)oc2cc(S(=O)(=O)N3CCCC(C(=O)N4CCN(c5ccc(Cl)cc5)CC4)C3)ccc21 (centres undefined)	-4%	-1%	·	-46%[inhibitor]	·	-8%	·	14%	-9%
C[C@@H]1C2C[C@@]34COC(=O)C3=CC=C[C@H]4[C@@]13C[C@H](c1ccoc1)O[C@@H]3O2	15%	-3%	i	-22%	7%	3%	-3	-11%	-12%
CCOC(=O)c1ccc(NC(c2ccc(N(C)C)cc2)P(=O)(OC(C)C)OC(C)C)cc1 (centres undefined)	?	20%	i	i	1%	-10%	-25	1%	4%
C[C@]12CC[C@H](O)C[C@@H]1CC[C@@H]1[C@@H]2CC[C@]2(C)C(=O)CC[C@@H]12	14%	12%	i	-15%	?	14µM*	7	-22%	-15%
CCOC(=O)[C@]12Cc3cc(OC)ccc3[C@H]1N(Cc1ccccc1)C(=O)c1ccccc12	?	-3%	i	-8%	-3%	5%	-11	44%	-13%
C=CC1CN2CCC1CC2[C@@H](OC(=O)c1ccc(OC)cc1)c1ccnc2ccccc12 (some centres undefined)	?	20%	i	i	1%	-7%	0	34%	8%
COc1cc2c3cc1Oc1cc(ccc1O)C[C@@H]1c4c(cc(OC)c(O)c4Oc4cccc(c4)C[C@@H]3N(C)CC2)CC[N+]1(C)C	3%	1%	i	-20%	0%	?	15	-4%	-4%
Cc1c(NP(=O)(C(C)(C)C)C(C)(C)C)c(=O)n(-c2ccccc2)n1C	-2%	-4%	i	i	-7%	0%	1	-28%	-1%
CC1CCC(C(C)C)C(OC(=O)COC(=O)c2ccccc2N)C1 (centres undefined)	?	-13%	i	-55%[inhibitor]	-2%	11%	23	·	0%
CC12CCC3C(CCCC4CC(=O)CCC43C)C1CCC2O (centres undefined)	34%[activator]	5%	i	-26%	0%	23%	12	·	-36%[inhibitor]
CC(C)c1ccccc1OCC(=O)N1CCCN(C)CC1	-30%	-1%	i	-14%	0%	12%	0	8%	20%
COc1cc(C=C2C(=O)NC(=O)NC2=O)ccc1OS(=O)(=O)c1ccccc1[N+](=O)[O-]	3%	6%	i	-14%	-23%	4%	-21	4%	4%
c1ccc(Cc2nn3c(Cn4cnc5ccccc54)nnc3s2)cc1	0%	1%	i	7%[57.5 µM]	-33%[inhibitor]	-13%	26	29%	8%
COc1ccc(C(C)=O)cc1Cc1c(O)[nH]c(=S)[nH]c1=O	2%	-2%	i	i	2%	?	-6	32%	4%
COc1ccc(/C=C2\C(=O)NC(=S)N(C)C2=O)cc1C	-20%	2%	i	i	1%	9%	-5	23%	-6%
Cc1ccccc1NC1=NCC(C)S1 (centres undefined)	0%	14%	i	-8%	6%	-14%	11	-4%	12%
CCCCOP(=O)(c1ccc(N(C)C)cc1)C(O)c1ccc(C(C)C)cc1 (centres undefined)	?	13%	i	-13%	7%	4%	4	13%	?
Cc1cc(OC(C)C(=O)NCC2CCC(C(=O)O)CC2)c2c3c(c(=O)oc2c1)CCC3 (centres undefined)	13%	-2%	i	i	0%	22%	10	-10%	10%
O=C(Nc1ccccc1[N+](=O)[O-])c1ccc(S(=O)(=O)N2CCCC2)cc1	44%[activator]	15%	i	-20%	0%	-15%	3	-5%	-25%
CN(C)CCn1cnc2ccccc21	3%	-2%	i	-25%	6%	-1%	3	-6%	11%
c1ccc(NC2=NCCCS2)cc1	5%	-4%	i	i	0%	6%	0	5%	-1%
Cc1ccc2c(c1)C1CN(C)CCC1N2C(=O)COc1ccc(S(=O)(=O)N2CCOCC2)cc1 (centres undefined)	-3%	0%	i	17%	-4%	-18%	-17	1%	-8%
Cc1ccc(Cn2cc(C=O)c3ccccc32)cc1	?	1%	i	-14%	6%	4%	5	10%	29%
COc1ccc(C(c2nnnn2-c2ccc(OC)cc2)N2CCC(n3c(=O)[nH]c4ccccc43)CC2)cc1 (centres undefined)	?	-1%	i	i	-4%	-7%	0	?	-4%
C=C1N2CCC(CC2)C1(O)c1ccccc1C (centres undefined)	-10%	16%	i	-5%	6%	20%	0	-9%	-1%
Cc1c(N=Cc2c(O)n(CCc3ccc(F)cc3)c(=O)[nH]c2=O)c(=O)n(-c2ccccc2)n1C	4%	5%	i	i	3%	-18%	-1	-3%	6%
Oc1ccc2c3c1OC1c4oc5ccccc5c4C[C@@]4(O)[C@@H](C2)N(CC2CC2)CC[C@]314 (some centres undefined)	?	14%	i	-30%	5%	15%	-19	-29%	-23%
CCc1c(C)nc(N)nc1N1N=C1SC	5%	6%	i	-7%[57.5 µM]	-2%	-17%	7	16%	5%
CCc1cc2c(=O)n(C(C)C(=O)OC3CCCCC3)cnc2s1 (centres undefined)	?	9%	i	-23%	6%	-26%	?	-25%	-13%[9.22 µM]
O=c1c2ccccc2nc(Cc2cccc([N+](=O)[O-])c2)n1-c1ccc(O)cc1	?	14%	i	i	-1%	-21%	3	27%	-9%
O=C1NC(=O)C(Cc2ccccc2)(Cc2ccccc2)C(=O)N1	12%	0%	i	i	-5%	0%	7	·	-17%
Cc1ccccc1-n1c(CNc2ccccc2)nc2ccccc2c1=O	6%	-2%	i	-10%	3%	26%	0	15%	18%
CCOP(=O)(OCC)C(NC(=O)c1ccccc1)C(Cl)(Cl)Cl (centres undefined)	-4%	-3%	i	-25%	0%	10%	-12	11%	-6%
Cn1ccnc1P(=S)(c1nccn1C)N1CCOCC1	7%	-7%	·	-17%[57.5 µM]	-33%[inhibitor]	-14%	53	21%	8%
CC12CN3CCN(CC(C3)C1O)C2 (centres undefined)	-1%	3%	i	i	-2%	-3%	16	-9%	5%

Compounds above that contain an aryl methoxy group, in the order listed:
SMILES	GLP-1R inv ag	GLP-1R agonist	pAkt inh	PTHR1 agonist	aSyn rescue	TDP43 rescue	D3 antag	FUS suppressor	Abeta yeast res
COc1ccc(N2C(=O)CC(N3CC=C(c4ccccc4)CC3)C2=O)cc1 (centres undefined)	18%	0%	i	-1%	?	22µM*	-15	25%	-84%[inhibitor]
COc1ccc2c(c1OC)C(=O)O[C@H]2[C@@H]1c2cc3c(cc2CCN1C)OCO3	6%	0%&2%	i	1%	1%&1%	2%	11	-26%	-1%
CCOC(=O)[C@]12Cc3cc(OC)ccc3[C@H]1N(Cc1ccccc1)C(=O)c1ccccc12	?	-3%	i	-8%	-3%	5%	-11	44%	-13%
C=CC1CN2CCC1CC2[C@@H](OC(=O)c1ccc(OC)cc1)c1ccnc2ccccc12 (some centres undefined)	?	20%	i	i	1%	-7%	0	34%	8%
COc1cc2c3cc1Oc1cc(ccc1O)C[C@@H]1c4c(cc(OC)c(O)c4Oc4cccc(c4)C[C@@H]3N(C)CC2)CC[N+]1(C)C	3%	1%	i	-20%	0%	?	15	-4%	-4%
COc1cc(C=C2C(=O)NC(=O)NC2=O)ccc1OS(=O)(=O)c1ccccc1[N+](=O)[O-]	3%	6%	i	-14%	-23%	4%	-21	4%	4%
COc1ccc(C(C)=O)cc1Cc1c(O)[nH]c(=S)[nH]c1=O	2%	-2%	i	i	2%	?	-6	32%	4%
COc1ccc(/C=C2\C(=O)NC(=S)N(C)C2=O)cc1C	-20%	2%	i	i	1%	9%	-5	23%	-6%
COc1ccc(C(c2nnnn2-c2ccc(OC)cc2)N2CCC(n3c(=O)[nH]c4ccccc43)CC2)cc1 (centres undefined)	?	-1%	i	i	-4%	-7%	0	?	-4%

High-throughput results from PubChem BioAssay.

Only part of the results is shown; the hit share may differ from the screen's.
